Bcl-W Bim block = human Bim-Bcl-W interaction inhibition; AID 952; inhibition, % at 10 µM; 190,000 compounds, 0.02% hits; bead-based flow cytometry, Bim peptide-Bcl-W binding; Q92843;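 note: 0% = bound tracer without compound and 100% = peptide blocker; higher means less fluorescent Bim peptide bound to Bcl-W beads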
Target sequence (Q92843 whole entry, looked up): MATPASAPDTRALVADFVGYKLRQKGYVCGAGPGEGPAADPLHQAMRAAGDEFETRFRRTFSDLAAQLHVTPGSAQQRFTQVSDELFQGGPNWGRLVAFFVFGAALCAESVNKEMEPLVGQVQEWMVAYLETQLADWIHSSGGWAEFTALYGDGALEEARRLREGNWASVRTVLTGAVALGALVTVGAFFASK
ABCG2 inh = blocks JC-1 efflux by human ABCG2 transporter; Q9UNQ0; IgMXP3 cells, flow cytometry; inhibition, % at 6.6 µM; 190,000 compounds, 0.1% hits;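 active = inhibition above 80%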;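 note: 0% = DMSO and 100% = nicardipine control wells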
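Test system: IgMXP3 cells (ABCG2) mixed with DDAO far-red-labelled CCRF-Adr cells (ABCB1). Reagent: JC-1 transporter substrate. Compound dosing: single test compound dose, 6.6 µM final. Times: 10 min compound exposure, 25 °C. Detection: flow cytometry of retained JC-1 fluorescence. Read-out basis: efflux inhibition in percent versus controls. Controls: nicardipine and DMSO wells.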
RGS7-Gao = modulates binding of RGS7 to human Galphao; P09471; Multiplexed bead flow cytometry; actives lie on both sides; binding response (% of control), % at 10 µM; 220,000 compounds, 0.35% hits; in the data active = binding response below about 49% or above about 150%; inconclusive = no clear call, values can overlap the other calls; inactive = in between;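 note: fluorescent Galphao held in activated GDP-AlF4 state binding bead-coupled RGS7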
Target sequence (P09471 whole entry, looked up): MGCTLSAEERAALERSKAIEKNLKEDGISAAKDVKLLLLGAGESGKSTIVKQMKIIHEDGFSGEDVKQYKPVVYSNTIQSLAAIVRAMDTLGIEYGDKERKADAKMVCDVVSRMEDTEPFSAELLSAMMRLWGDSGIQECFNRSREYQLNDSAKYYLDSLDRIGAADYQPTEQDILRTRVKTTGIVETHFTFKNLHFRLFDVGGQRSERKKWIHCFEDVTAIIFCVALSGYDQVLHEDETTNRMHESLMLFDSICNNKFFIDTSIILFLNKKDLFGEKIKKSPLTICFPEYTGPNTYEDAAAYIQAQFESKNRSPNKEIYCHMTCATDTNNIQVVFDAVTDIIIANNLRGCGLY
GSH fluor = GSH bead compound fluorescence profile; GSH beads flow cytometry, compound fluorescence 488/530 nm; stronger effect = higher value; 190,000 compounds, 0.25% hits; fluorescence (KMESF) at 10 µM; in the data active = fluorescence above about 89;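 note: glutathione beads carrying GST-tagged Bcl family fusion proteins plus one bare bead set; values are compound well signal with DMSO vehicle wells as background; inactives centre near 16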
ABCB1 inh = human ABCB1 inhibition, ABCG2 as counter-screen | P08183 | CCRF-Adr cells, JC-1 efflux, flow cytometry | inhibition, % at 6.6 µM | 190,000 compounds, 0.067% hits | AID 1326; in the data active = inhibition above about 40%;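 note: 0% = vehicle and 100% = reference inhibitor; higher value means more JC-1 retained so stronger ABCB1 efflux block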
Bim-Bcl-B = human Bim-Bcl-B interaction inhibition; 190,000 compounds, 0.073% hits; Q9HD36; inhibition, % at 10 µM; bead-based flow cytometry, Bim peptide-Bcl-B binding; AID 951;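 note: 0% = tracer peptide without compound and 100% = reference inhibitor peptide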
Target sequence (Q9HD36 whole entry, looked up): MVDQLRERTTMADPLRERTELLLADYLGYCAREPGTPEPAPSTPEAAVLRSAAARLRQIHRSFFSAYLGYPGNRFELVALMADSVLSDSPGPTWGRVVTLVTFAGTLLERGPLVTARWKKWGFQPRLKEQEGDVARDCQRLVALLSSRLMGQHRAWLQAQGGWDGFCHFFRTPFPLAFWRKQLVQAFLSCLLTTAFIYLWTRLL
RGS4-Gao reg = modulates binding of RGS4 to human Galphao; P09471; Multiplexed bead flow cytometry; actives lie on both sides; binding response (% of control), % at 10 µM; 220,000 compounds, 0.33% hits; AID 1415; in the data active = binding response below about 49% or above about 150%; inactive = in between;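 note: fluorescent Galphao activated with aluminum fluoride binding bead-coupled RGS4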
Bcl-2 Bim block = inhibitors of Bim-Bcl-2 interaction, human; Bead-based flow cytometry, Bim peptide-Bcl-2 binding; AID 950; P10415; inhibition, % at 10 µM; 190,000 compounds, 0.06% hits; in the data active = inhibition above about 40%; inconclusive = no clear call, values can overlap the other calls;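 note: 0% = no compound wells with probe peptide and 100% = reference peptide inhibitor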
Bcl-XL Bim block = disrupts Bim peptide binding to human Bcl-XL; inhibition, % at 10 µM; 190,000 compounds, 0.04% hits; bead flow cytometry, fluorescence
Target sequence (Q07817 whole entry, looked up): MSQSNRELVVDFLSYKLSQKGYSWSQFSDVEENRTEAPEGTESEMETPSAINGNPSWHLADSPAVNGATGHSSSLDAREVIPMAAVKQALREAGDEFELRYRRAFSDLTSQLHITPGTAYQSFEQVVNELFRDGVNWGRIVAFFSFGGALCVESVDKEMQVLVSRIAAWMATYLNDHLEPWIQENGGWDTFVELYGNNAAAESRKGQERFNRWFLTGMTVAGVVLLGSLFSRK
Bfl-1 Bim block = human Bim-Bfl-1 interaction inhibition | Bead-based flow cytometry, Bim-Bfl-1 binding inhibition | Q16548 | AID 1008 | inhibition, % at 10 µM | 190,000 compounds, 0.12% hits;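 note: 0% = wells without compound plus tracer and 100% = blocker peptide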
RGS8-Gao = human RGS8-Galphao interaction regulation; 220,000 compounds, 0.34% hits; AID 1423; P09471; response (percent of control binding), % at 10 µM; multiplexed bead flow cytometry, RGS8-Galphao binding; actives lie on both sides; in the data active = response below about 60% or above about 140%; inactive = in between;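 note: Galphao activated as the GDP aluminium fluoride complex binding bead-coupled RGS8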
An asterisk follows results filed as active; ? = inconclusive. Cut-off read from the data, not from the text of the source, unless noted: active = inhibition above about 40%. Compounds were not picked by outcome; overall some 1.1% were active at least once.

SMILES	Bcl-W Bim block	ABCG2 inh	RGS7-Gao	GSH fluor	ABCB1 inh	Bim-Bcl-B	RGS4-Gao reg	Bcl-2 Bim block	Bcl-XL Bim block	Bfl-1 Bim block	RGS8-Gao
CC(=O)Nc1ccc(NC(=O)CSc2ccc(C(F)(F)F)cc2[N+](=O)[O-])cc1	-8	3	103	20	0.4	-8	102	-6	-9	-6	103
CC[C@H](C)[C@H](NC(N)=O)C(=O)Nc1ccc(OC)c(Cl)c1	-2	3	96	16	0.8	-10	100	-2	0	-8	100
C=C(C)C1(O)OC(=O)C=C1OC (stereo not given)	-6	2	101	19	1.4	-4	98	-4	-5	-6	101
COc1ccc(OC)c(C(c2nnnn2C2CCCC2)N2CCc3ccccc3C2)c1 (stereo not given)	-5	27	104	38	8.6	-11	103	-10	-13	-19	101
Cc1cccc(C)c1NC(=O)CSc1nnc(C)n1-c1ccccc1	0	0	100	22	0.1	-1	98	14	-1	1	96
C/C(=N\NC(=O)COc1ccccc1-c1ccccc1)c1ccccn1	0	7	103	26	0.6	-2	103	-4	-2	-5	100
Cc1cnc(CN2CCc3c([nH]c4ccccc34)C2CC(C)C)[nH]1 (stereo not given)	-2	1	103	13	0.4	-3	102	-2	-2	-4	103
Cc1cc(C)c(C#N)c(SCc2ccc(F)cc2)n1	3	4	103	14	0.6	0	111	0	1	-3	106
Cc1ccc(C(=O)N2CCN(c3ccccc3F)CC2)cc1S(=O)(=O)N1CCOCC1	-1	1	87	10	0.6	-3	100	-6	-5	-6	102
CC(=O)N1N=C(c2ccc(C)o2)CC1c1ccc(Br)cc1 (stereo not given)	19	5	114	18	1.0	9	110	-17	11	-3	106
CCOC(=O)N1CCC(Nc2c(NCCCN3CCN(C4CCCCC4)CC3)c(=O)c2=O)CC1	-2	1	103	9	0.2	-4	106	-4	-3	-7	105
O=C1CS/C(=N/N=C/c2ccc(OS(=O)(=O)c3ccccc3)cc2)N1	-4	-2	99	10	-0.6	1	102	0	-2	-3	99
COc1ccc(CCNC(=O)C2CC(=O)N(c3ccc(Br)cc3)C2)cc1OC (stereo not given)	1	5	?	11	1.7	0	97	-3	-2	-5	100
COc1ccc([N+](=O)[O-])cc1-n1cccc1	-5	3	104	9	0.3	-8	102	-5	-7	-5	103
O=C(c1cc(-c2ccncc2)nc2ccccc12)N1CCN(S(=O)(=O)/C=C/c2ccccc2)CC1	-1	1	105	11	0.6	0	104	-5	-1	0	106
CC(=O)N1C2CCCCC2S[C@H]2CCCCC21 (stereo not given in full)	0	-1	91	27	0.2	-5	97	-4	-6	-11	93
CCOc1ccccc1OCCn1nnc2ccccc21	2	3	102	23	0.4	-5	102	-4	-3	-11	100
O=C1CC[C@@H](CN(Cc2ccccn2)Cc2nc(Cc3cccc(C(F)(F)F)c3)no2)N1	-2	1	98	13	0.5	0	99	0	0	3	101
Clc1ccc(CSc2nnc(CN3CCOCC3)n2-c2ccccc2)cc1Cl	-3	1	102	16	0.2	0	99	-6	0	-4	101
O=C(O)CCc1c(C(=O)O)[nH]c2ccccc12	0	4	99	44	0.9	-6	103	-6	-9	-13	99
Cc1ccc(NC(=O)CC2=NC(=O)C(CC(=O)Nc3ccccc3F)S2)cc1 (stereo not given)	2	-2	104	16	0.5	-1	96	0	2	-3	100
CCCCCCOc1ccc(/C(N)=N/O)cc1	-2	4	105	23	0.9	-1	103	0	-4	-2	103
CCOc1cc(C(=O)Nc2nnc(C)s2)cc(OCC)c1OCC	3	8	104	26	1.2	-4	103	-11	-1	-8	105
COc1cc(CCC(=O)Nc2ccc(C)c(S(=O)(=O)N(C)C)c2)cc(OC)c1OC	-1	32	104	9	0.4	-3	104	0	-4	-3	101

Complete entries, quoted from the list. Screens in order: Bcl-W Bim block, ABCG2 inh, RGS7-Gao, GSH fluor, ABCB1 inh, Bim-Bcl-B, RGS4-Gao reg, Bcl-2 Bim block, Bcl-XL Bim block, Bfl-1 Bim block, RGS8-Gao
CCOC(=O)N1CCC(Nc2c(NCCCN3CCN(C4CCCCC4)CC3)c(=O)c2=O)CC1 in the list: -2, 1, 103, 9, 0.2, -4, 106, -4, -3, -7, 105
CC(=O)N1C2CCCCC2S[C@H]2CCCCC21 (stereo not given in full) in the list: 0, -1, 91, 27, 0.2, -5, 97, -4, -6, -11, 93

Later entries:
SMILES	Bcl-W Bim block	ABCG2 inh	RGS7-Gao	GSH fluor	ABCB1 inh	Bim-Bcl-B	RGS4-Gao reg	Bcl-2 Bim block	Bcl-XL Bim block	Bfl-1 Bim block	RGS8-Gao
Cc1ccc2[nH]c(=O)c(CNC(C)C)cc2c1	3	6	103	29	0.7	-1	103	-3	0	-4	104
Cc1ccc(C(=O)O/N=C(\c2ccccc2)c2cccnc2)cc1	-4	-2	97	9	-0.9	-10	100	-5	-4	-3	104
CCOC(=O)c1c(C)[nH]c(C(=O)COC(=O)c2ccccn2)c1C	-1	26	105	17	2.1	-1	99	-3	-5	0	102
O=C(O)c1cc(S(=O)(=O)Nc2ccccc2C(=O)O)ccc1O	0	-1	110	5	-0.1	-3	109	-8	-3	-8	104
CCc1cccc2c(C(=O)Cn3nnc(-c4ccc(OC)c(OC)c4)n3)c[nH]c12	8	-2	99	58	-0.4	-9	100	-10	15	-13	99
CC(C)c1ccccc1NC(=S)NCc1ccccc1F	-3	3	100	6	0.2	-8	101	-1	-7	-2	101
CCn1c(SCc2nc3sc(C(=O)O)c(C)c3c(=O)[nH]2)nc2ccccc21	5	-1	101	12	-0.3	0	99	-1	-3	-12	98
COC(=O)c1[nH]c2ccc(C)cc2c1NC(=O)CN1CCN(C(=O)c2ccccc2)CC1	2	1	100	21	0.6	3	101	0	-2	0	103
O=C(Nc1cccc(O)c1)c1ccccc1[N+](=O)[O-]	-2	0	76	16	0.1	-5	103	-2	-3	-4	77
COc1ccc(CCNC(=O)CCn2c(=O)oc3ccccc32)cc1OC	0	0	100	13	0.0	-3	100	-4	-5	-10	101
CC(=O)N1CCc2cc(S(=O)(=O)NC(CC(C)C)C(=O)N3CCc4ccccc4C3)ccc21 (stereo not given)	0	4	102	23	2.1	-4	99	-5	0	-15	100
Cc1c(C(=O)N2CCCCC2)oc2ccc(S(=O)(=O)N3CC(C)CC(C)C3)cc12 (stereo not given)	0	5	88	11	1.7	-3	90	-5	0	0	90
CCN(C(=O)c1ccccc1)c1ccc([N+](=O)[O-])cc1	-5	9	102	10	1.3	-7	102	-3	-8	-3	102
CN1CCN(C(CC(=O)Nc2cccc(O)c2)C(=O)O)CC1 (stereo not given)	-9	2	99	9	1.7	-3	100	-8	-6	-10	100
Cc1oc2ccc(O)c(CN3CCOCC3)c2c1C(C)O (stereo not given)	0	-2	107	17	0.0	-1	108	-7	-1	-2	119
Brc1c(-c2ccc3c(c2)OCO3)nc2ncccn12	0	31	106	9	1.6	-4	99	0	0	-2	101
CC1=C(C(=O)Nc2ccc(C)cc2C)C(c2ccc([N+](=O)[O-])cc2)n2ncnc2N1 (stereo not given)	0	3	100	23	0.6	0	103	0	-4	-3	103
CC(C)c1nnc(NC(=O)C2CCCN2C(=O)Nc2ccccc2F)s1 (stereo not given)	1	2	?	11	1.1	-1	99	-1	-1	-5	98
CCOc1cc(NC(=O)c2cccs2)c(OCC)cc1NC(=O)c1ccco1	2	-4	110	31	-4.6	0	106	-1	0	-3	106
c1ccc2c(c1)CCCn1nnnc1-2	0	0	101	9	0.1	-4	95	1	3	-11	98
O=C1c2ccccc2S(=O)(=O)N1Cc1nnc(-c2ccccc2Br)o1	-4	1	96	18	0.0	-8	98	-13	-6	-8	99
CC1Cc2ccccc2N1C(=O)c1ccnc(C(C)(C)C)c1 (stereo not given)	-2	8	93	49	1.5	-2	93	-3	-2	-7	97
Cc1ccc2nc(-c3ccc(NC(=O)CN4CCN(C(=O)c5ccco5)CC4)cc3)sc2c1	-1	0	97	12	0.1	-2	97	-1	-1	1	100
CCCC(=O)Nc1nnc(SCC(=O)Nc2ccc3c(c2)OCO3)s1	9	0	103	9	-0.9	7	105	9	15	9	103
O=C(Nc1ccc(O)cc1)c1cc2ccccc2c(=O)s1	-2	2	100	22	0.3	0	104	-2	1	-6	103
CCOc1cc2c(cc1OC)C(NC(=O)C(F)(F)F)CC2=O (stereo not given)	0	1	100	14	0.3	1	97	3	-2	-1	101
O=C(c1ccc(-c2ccccc2)cc1)N1CCN(c2nc3ccccc3o2)CC1	3	-1	97	17	0.2	-2	101	0	-1	-1	104
COc1cc(/C=N\Nc2nc3ccccc3[nH]2)cc(OC)c1OC	-2	2	99	9	-0.2	-4	98	0	0	-1	99
CN(C)c1ccc(-c2n(C)c3ccccc3[n+]2C)cc1	-5	1	89	4	0.2	-1	82	4	-2	-3	79
Cc1nc(SCC(=O)Nc2ccnc3ccccc23)n[nH]1	-3	29	99	24	0.3	-6	101	-3	-2	-13	99
Oc1cc2c(cc1CN1CCN(c3cccc(C(F)(F)F)c3)CC1)CCC2	0	-1	104	16	-0.3	1	102	0	-1	0	98
CCOC(=O)N1CCN(S(=O)(=O)c2ccc(OCC(=O)OC)c(C)c2)CC1	5	5	101	8	1.6	-6	100	-5	1	-9	97
CN(C)/N=C/c1ccc(P(c2ccc(/C=N/N(C)C)o2)c2ccc(/C=N/N(C)C)o2)o1	0	0	103	12	-0.4	-1	102	-1	0	1	117
O=C(NCC1CCCO1)c1ccc(NC(=O)C2CC=CCC2C(=O)O)cc1 (stereo not given)	-3	2	100	11	0.7	0	101	-3	-2	0	101
O=C(Cc1cccc(C(F)(F)F)c1)NCc1ccc(Cl)cc1Cl	10	0	80	15	-0.4	17	92	5	10	6	77
O=C(NCCCn1ccnc1)C(=O)Nc1ccccc1	-1	2	98	13	0.7	-3	95	-4	0	-9	100
CN1CCN(C2=C(Cl)C(=O)N(CCc3ccccc3)C2=O)CC1	-1	9	102	47	0.9	-3	105	0	-1	-1	100
OCC1CCCN(C2CCN(Cc3nc(Cc4cccc(C(F)(F)F)c4)no3)CC2)C1 (stereo not given)	-1	1	101	8	0.5	-1	101	-5	-3	-6	102
CCN1CCc2nc(NC(=O)CC(c3ccccc3)c3ccccc3)sc2C1	-1	2	114	12	1.2	-6	113	0	-3	-1	107
COC(=O)Cc1ccc(NC(=O)c2ccc(C)c(C)c2)cc1	0	3	100	11	0.8	0	102	-1	0	-1	101
COc1cccc(C(=O)Nc2cccc(OC(C)=O)c2)c1	0	26	102	37	1.8	-3	101	-6	6	-11	103
CCOC(=O)C1=NN(c2ccccc2)C2(S1)SC(C(C)=O)=C(C)N2c1ccccc1 (stereo not given)	-2	15	99	26	3.6	-12	98	-12	-6	-20	96
COc1cccc(C(=O)Nc2cnn(C(C)C)c2)c1	-2	6	?	17	0.0	-4	102	-4	-4	-5	103
COc1ccc(/C=N/Nc2nonc2N)cc1	-2	3	103	14	0.2	-3	100	0	0	0	102

Assay outcomes deposited in PubChem BioAssay by NMMLSC.
